# Runt-SMMHC FRET – inhibitors of RUNX1 Runt–CBFb-SMMHC binding, primary screen, biochemical, FRET, Cerulean-Runt, Venus-CBFb-SMMHC, uHTS. Runt-related transcription factor 1 (Homo sapiens) + Core-binding factor subunit beta …. Cerulean-Runt/Venus-CBFb-SMMHC FRET ratio 530/480, 1 h. inhibition, % at 20 µM. 0.74% of 220,000 active. AID 1434, 2008;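 active means mean inhibition across duplicate retests at 20 µM reaching about 50%, limit read from the data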;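 further: 0% = DMSO wells and 100% = wells with excess untagged CBFb-SMMHC; inhibitors lower the FRET ratio by blocking Runt binding to CBFb-SMMHC; some results filed as inactive read as strong as hits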
# RBBP9 inhibitor – human RBBP9 inhibitors, primary screen, biochemical, fluorescence polarization, FP-Rh probe, HTS; inhibition, % at 7.94 µM; 0.2% of 220,000 active; recombinant RBBP9; Serine hydrolase RBBP9 (Homo sapiens), O75884;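 active means inhibition above the campaign mean of all tested compounds plus 3 SD, cut at about 14% in these data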;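 further: plate controls were DMSO wells with RBBP9 for no effect and wells lacking RBBP9 protein for full effect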
# Target sequence (O75884 whole entry, looked up): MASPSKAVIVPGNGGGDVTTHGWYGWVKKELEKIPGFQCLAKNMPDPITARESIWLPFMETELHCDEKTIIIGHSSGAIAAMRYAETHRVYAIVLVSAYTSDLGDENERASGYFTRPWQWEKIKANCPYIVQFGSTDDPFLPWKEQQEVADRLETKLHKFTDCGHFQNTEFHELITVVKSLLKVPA
#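 Assay system: recombinant human RBBP9; Reagent: Serine-hydrolase probe FP-Rh, 375 nM pre-mixing; Doses: 7.94 µM single dose, 0.794% DMSO; Incubation: 30 min then 45 min, 25 °C; Detection: fluorescence polarization (mP), excitation 525 nm, emission 598 nm; Evaluation: percent inhibition from mP, scaled between DMSO and no-protein wells.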
# p97 inhibitor – inhibitors of human p97 ATPase, primary screen, biochemical; Transitional endoplasmic reticulum ATPase (Homo sapiens), P55072; recombinant p97 ATPase, Kinase-Glo ATP luminescence, 3 h; inhibition, % at 8 µM; 0.42% of 220,000 active; AID 1481, 2009; in the data active means inhibition above about 15%;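 further: 0% = DMSO vehicle and 100% = wells lacking enzyme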
# NCF1 inh – p47phox/p22phox peptide binding inhibitors, primary screen, biochemical, uHTS, NADPH oxidase regulatory subunit; AID 1274, 2008; Neutrophil cytosol factor 1 (Homo sapiens), P14598; 0.53% of 220,000 active; inhibition, % at 24.7 µM; fluorescence polarization, 2 h;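 active means inhibition above about 30%, limit read from the data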;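 further: 0% = p47phox with labelled peptide and 100% = labelled peptide alone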
# Tb hexokinase – Trypanosoma brucei hexokinase 1 inhibitors, primary screen, biochemical, G6PDH-coupled NADH absorbance, MLSCN library; hexokinase 1 [Trypanosoma brucei]; recombinant TbHK1, G6PDH-coupled NADH A340; inhibition, % at 10 µM; 0.11% of 220,000 active; AID 1430, 2008;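 active means inhibition of 50% or more in the single-dose primary screen; inactive means inhibition below 50%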
# EBV gp42 inh – Epstein-Barr virus gp42 inhibitors, primary screen, biochemical, uHTS, fluorescence polarization; Glycoprotein 42 (Epstein-Barr virus (strain AG876)), Q1HVG2; Fluorescence polarization binding assay, mP read-out; inhibition, % (tested at 21.74 µM); 0.42% of 220,000 active; AID 1085, 2008; in the data active means inhibition above about 50%
# Target sequence (Q1HVG2 whole entry, looked up): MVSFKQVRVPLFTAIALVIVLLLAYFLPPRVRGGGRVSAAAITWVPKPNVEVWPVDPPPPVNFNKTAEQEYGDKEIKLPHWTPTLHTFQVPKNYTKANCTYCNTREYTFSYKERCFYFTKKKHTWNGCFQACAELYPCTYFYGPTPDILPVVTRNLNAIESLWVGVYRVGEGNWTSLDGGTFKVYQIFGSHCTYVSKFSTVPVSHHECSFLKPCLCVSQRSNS
# Furin inhibitor – human furin inhibitors, primary screen, biochemical, fluorescence intensity; purified furin, fluorogenic substrate cleavage; AID 463115, 2010; inhibition, % at 30 µM; 0.061% of 220,000 active; P09958; in the data active means inhibition above about 25%; further: inactives centre near -15
# Target sequence (P09958 108-714 limits assumed): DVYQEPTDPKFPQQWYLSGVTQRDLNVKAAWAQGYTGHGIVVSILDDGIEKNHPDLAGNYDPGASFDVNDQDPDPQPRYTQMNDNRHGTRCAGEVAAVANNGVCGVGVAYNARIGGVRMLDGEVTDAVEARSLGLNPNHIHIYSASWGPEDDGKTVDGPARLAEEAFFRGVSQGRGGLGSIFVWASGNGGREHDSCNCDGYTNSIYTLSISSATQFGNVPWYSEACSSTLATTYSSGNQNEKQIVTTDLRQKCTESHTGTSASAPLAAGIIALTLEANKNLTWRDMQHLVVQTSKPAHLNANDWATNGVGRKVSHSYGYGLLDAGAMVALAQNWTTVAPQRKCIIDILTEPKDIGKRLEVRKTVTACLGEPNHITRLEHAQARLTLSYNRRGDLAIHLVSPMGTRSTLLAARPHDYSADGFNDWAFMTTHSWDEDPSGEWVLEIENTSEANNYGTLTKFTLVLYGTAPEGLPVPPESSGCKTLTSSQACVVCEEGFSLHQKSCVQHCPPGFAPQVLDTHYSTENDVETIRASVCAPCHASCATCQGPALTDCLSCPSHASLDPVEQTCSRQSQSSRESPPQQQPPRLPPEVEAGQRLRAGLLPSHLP
# Runt-CBFb FRET – inhibitors of RUNX1 Runt–CBFb binding, primary screen, biochemical, FRET, Cerulean-Runt, Venus-CBFb, uHTS; Runt-related transcription factor 1 (Homo sapiens) + Core-binding factor subunit beta …; 0.46% of 220,000 active; inhibition, % at 20 µM; Cerulean-Runt/Venus-CBFb FRET ratio 530/480, 1 h;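 active means inhibition over about 50% at 20 µM in the single-dose screen, limit read from the data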;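 further: 0% = DMSO wells and 100% = excess unlabeled CBFb competitor control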
#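 Measured by: fluorescence energy transfer, 422 nm excitation, 530/480 nm emission; test system: Cerulean-tagged RUNX1 Runt domain (FRET donor) fusion protein; buffer or medium: Tris pH 7.5 buffer with BSA; compound: one dose, 20 µM compound, 1% DMSO; times: two 1 h room-temperature incubations shielded from light; benchmarks: unlabeled CBFb 5 µM, positive control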
# Calpain2 inh – inhibitors of pig calpain II, primary screen, biochemical, fluorogenic peptide substrate, 1536-well; purified calpain II, 30 min; inhibition, % at 16 µM; 0.37% of 220,000 active; AID 1236, 2008;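 active means inhibition above about 50%, limit read from the data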
# * marks the source's active call; other numbers are inactive results; · = no result given; [ ] = another dose, or the depositor's remark.
# Sample of the layout (four entries):
1) CCOC(=O)C1=C(C)C(c2ccc(OC)cc2OC)NC(=O)N1 (stereo not given)
2) Cc1ccc(S(=O)(=O)N(C)C)cc1-n1c(SCC(=O)Nc2ccc(F)c(F)c2F)nc2ccccc2c1=O
3) O=c1c2ccccc2nc(-c2ccc(Br)cc2)n1Cc1ccccc1
4) O=C(NNC(=S)NC(=O)c1ccco1)c1ccc(NC(=O)c2ccccc2)cc1

compound no.,1,2,3,4
Runt-SMMHC FRET,0,2,-1,4
RBBP9 inhibitor,-11,-9,-3,-2
p97 inhibitor,-5,1,-3,2
NCF1 inh,-5,-9,-2,-17
Tb hexokinase,0,-14,-4,0
EBV gp42 inh,1,4,-6,0
Furin inhibitor,-15,-12,-13[20 µM],-17
Runt-CBFb FRET,-3,-7,0,5
Calpain2 inh,7,-21,26,-38

# This part in full, from the first entry:
1) CCOC(=O)C1=C(C)C(c2ccc(OC)cc2OC)NC(=O)N1 (stereo not given)
2) Cc1ccc(S(=O)(=O)N(C)C)cc1-n1c(SCC(=O)Nc2ccc(F)c(F)c2F)nc2ccccc2c1=O
3) O=c1c2ccccc2nc(-c2ccc(Br)cc2)n1Cc1ccccc1
4) O=C(NNC(=S)NC(=O)c1ccco1)c1ccc(NC(=O)c2ccccc2)cc1
5) COc1ccccc1CNc1nc(SC)ncc1CO
6) CCN(C(=O)CSc1nc2ccccc2n1CCc1ccccc1)C1CCS(=O)(=O)C1 (stereo not given)
7) CC(=O)NCCCc1nc2ccccc2n1Cc1ccc(C)cc1
8) Cn1c(C(=O)NCc2cccs2)cc2oc3ccccc3c21

compound no.,1,2,3,4,5,6,7,8
Runt-SMMHC FRET,0,2,-1,4,-3,-2,1,1
RBBP9 inhibitor,-11,-9,-3,-2,-2,-7,-9,-8
p97 inhibitor,-5,1,-3,2,4,1,-6,6
NCF1 inh,-5,-9,-2,-17,-8,-15,3,-12
Tb hexokinase,0,-14,-4,0,6,-4,27,0
EBV gp42 inh,1,4,-6,0,-7,-12,-4,7
Furin inhibitor,-15,-12,-13[20 µM],-17,-27,-5[20 µM],-19[20 µM],-5
Runt-CBFb FRET,-3,-7,0,5,0,-1,-1,2
Calpain2 inh,7,-21,26,-38,-5,-3,-45,-1

9) Cc1cc(C)n2nc(SCc3cc(=O)oc4cc(O)ccc34)nc2n1
10) CCOc1nc(SCCOc2ccc(Cl)cc2Cl)nc(N(C)C)n1
11) COc1ccc(C2C(C(=O)N3CCOCC3)c3ccccc3C(=O)N2c2ccc(OC)cc2)cc1 (stereo not given)
12) CC(C)CC(=O)Nc1sc2c(c1C(=O)O)CCCCC2
13) Cc1cccc(OCC(=O)OCC(=O)c2c(N)n(C)c(=O)n(C)c2=O)c1C
14) COc1ccc(NS(=O)(=O)c2cc(NC(=O)c3nc4nc(C)cc(C)n4n3)ccc2C)cc1
15) O=c1c2[nH]c3ccccc3c2ncn1CCN1CCNCC1
16) Cc1ccc(NC2=C(Cl)C(=O)OC2NC(=O)c2ccccc2)cc1 (stereo not given)

compound no.,9,10,11,12,13,14,15,16
Runt-SMMHC FRET,24,1,-6,-2,1,-2,2,-3
RBBP9 inhibitor,-8,-7,-13,-3,3,-1,-4,-4
p97 inhibitor,0,-2,-6,2,2,7,-1,5
NCF1 inh,-16,-2,-1,3,-5,8,-2,5
Tb hexokinase,-22,2,-4,-41,-7,-5,2,6
EBV gp42 inh,-26,4,-23,4,-1,3,-8,-16
Furin inhibitor,-20[20 µM],-13,-28,-21,-9[20 µM],-16,-12,-22[20 µM]
Runt-CBFb FRET,13,-4,-2,0,-1,-6,2,-4
Calpain2 inh,-194,-1,-10,-15,-4,-29,-4,8

17) COc1c(C)cc(C(=O)C2CCCN(C(=O)c3cccc(F)c3)C2)cc1C (stereo not given)
18) Cc1ccc(NC(=O)COC(=O)/C=C/c2cccs2)c(C)c1
19) COc1cc2c(c(OC)c1OC)-c1c(cc3c(c1OC)OCO3)C1OC2[C@@H](C)[C@H]1C (stereo not given in full)
20) Cc1oc2c(c1C(=O)O)C(=O)c1ccccc1C2=O
21) Cc1nn2c(-c3cccc(NC(=O)CN4CCOCC4)c3)nnc2c2ccccc12
22) COc1ccc([C@@H]2Sc3ccccc3N(CCN(C)C)C(=O)[C@@H]2OC(C)=O)cc1
23) COc1ccc(-c2nnn(CC(=O)N(CCO)C(C(=O)NC3CCCC3)c3ccncc3)n2)cc1 (stereo not given)
24) CCCC(=O)N1CCN(c2ccc(NC(=O)c3ccc(Br)o3)cc2)CC1

compound no.,17,18,19,20,21,22,23,24
Runt-SMMHC FRET,-3,2,-1,-18,·,1,1,1
RBBP9 inhibitor,-5,5,·,-4,3,-9,-12,-5
p97 inhibitor,-1,0,·,2,4,2,3,-3
NCF1 inh,-9,0,-8,-5,·,-6,7,-6
Tb hexokinase,-11,30,-10,-4,-3,-6,-3,-17
EBV gp42 inh,-5,-12,-10,-19,·,1,-23,2
Furin inhibitor,-23,-5,-31,-22,-25[20 µM],-13,-41,-18[20 µM]
Runt-CBFb FRET,-2,-1,1,4,·,-3,-2,0
Calpain2 inh,-7,2,5,-22,·,17,-19,-12

25) COc1ccc2cc(-c3nc4ccccc4n3C)c(=O)oc2c1
26) FC(F)c1nnc2c(Cl)cc(C(F)(F)F)cn12
27) Cc1nn(C)c(C)c1/C=C/C(=O)O
28) Cn1c(N)c(C(=O)COC(=O)CCOc2ccc(C(C)(C)C)cc2)c(=O)n(C)c1=O
29) O=C(NN1C(=O)C2C3C=CC([C@H]4CC34)[C@@H]2C1=O)c1ccc(Br)cc1 (stereo not given in full)
30) Cc1ccc(-c2cn3c(n2)CCCC3)cc1
31) O=C(NCCCn1ccnc1)/C(=C\c1cccs1)NC(=O)c1ccccc1
32) O=C1CN(C(=O)COC(=O)Cc2ccsc2)c2ccccc2N1

compound no.,25,26,27,28,29,30,31,32
Runt-SMMHC FRET,127*,-3,0,-8,-9,0,2,0
RBBP9 inhibitor,-6,-12,-1,-10,2,-7,-5,5
p97 inhibitor,1,-3,5,3,8,-2,6,-1
NCF1 inh,-10,0,7,-9,0,-13,-4,7
Tb hexokinase,-33,5,-1,-2,-4,-3,-13,24
EBV gp42 inh,-7,6,-4,-16,-5,-20,-15,-7
Furin inhibitor,-230[20 µM],-16,-33,-16,-19,-12,-14,-5
Runt-CBFb FRET,60*,0,0,-4,0,-1,3,2
Calpain2 inh,-355,13,-43,6,16,14,3,7

33) COC(=O)/C=c1/s/c(=C(/C#N)C(=O)N2CCCCC2)n(-c2ccccc2)c1=O
34) CCC(C)(C)NC(=O)C(OC(=O)c1cc2sccc2n1C)c1ccc(OC)cc1 (stereo not given)
35) O=C(COC(=O)Cn1cnc2ccccc2c1=O)Nc1ccc2c(c1)OCO2
36) Cc1cc(Nc2cccc(F)c2)n2nc(C)nc2n1
37) Cc1cc(C)nc(-n2nc(C)cc2NC(=O)c2ccc(Br)o2)n1
38) Cc1cccc(Nc2c(-c3ccc(O)cc3)nc3ncccn23)c1
39) O=C(CNS(=O)(=O)c1ccccc1)NCC(=O)OCc1ccc(Br)cc1
40) O=C(Nc1cccc(S(=O)(=O)N2CCOCC2)c1)c1cnn2c(C(F)F)cc(-c3ccccc3)nc12

compound no.,33,34,35,36,37,38,39,40
Runt-SMMHC FRET,2,1,-4,-1,·,-23,3,2
RBBP9 inhibitor,-8,-7,5,-5,-10,0,-4,-2
p97 inhibitor,-3,-7,1,3,0,3,3,0
NCF1 inh,-11,0,-4,2,·,-8,-2,-10
Tb hexokinase,-20,3,7,-9,-4,-22,-3,-9
EBV gp42 inh,0,-8,2,-12,·,-12,-3,7
Furin inhibitor,-13,-12,-7,-25,-23[20 µM],-20,-24,-27
Runt-CBFb FRET,0,-2,2,-3,·,-12,0,-6
Calpain2 inh,-6,-6,11,18,·,32,-1,-70

41) O=C1C(Cl)=C(NCCCN2CCOCC2)C(=O)N1CCc1ccccc1
42) O=C(COc1ccccc1)N1CCN(S(=O)(=O)c2cccc([N+](=O)[O-])c2)CC1
43) CC(C)(O)C#Cc1ccc(C(=O)N2CCN(c3ccc(F)cc3)CC2)cc1
44) N#Cc1ccc(OCc2nnc3n2CCCCC3)cc1
45) CC(C)C(=O)Nc1cccc(NC(=S)NC(=O)C(c2ccccc2)c2ccccc2)c1
46) CCN(CC)C(=O)CSc1nnc(COc2cccc(C)c2)n1C
47) Cc1c(CN(C)Cc2cn(C)nc2-c2ccccc2F)[nH]c2ccccc12
48) CCOC(=O)c1cc(-c2ccccc2)sc1NC(=O)CSc1nnc(N)s1

compound no.,41,42,43,44,45,46,47,48
Runt-SMMHC FRET,-13,2,-2,-6,-1,2,6,-1
RBBP9 inhibitor,5,0,-6,3,-48,-9,-8,-2
p97 inhibitor,-3,0,1,4,-1,-5,-2,3
NCF1 inh,5,-9,13,-5,-16,-3,3,-6
Tb hexokinase,1,1,-2,0,2,7,7,-6
EBV gp42 inh,-22,-6,-7,-14,-3,1,15,6
Furin inhibitor,-13[20 µM],-23,-19,-27,-33,-11,-14,-22
Runt-CBFb FRET,-2,-1,-4,-1,1,1,1,-6
Calpain2 inh,-15,-1,-4,-14,19,10,-27,-66

49) COc1ccc(-c2cc(C)nc3c(-c4ccccc4)cnn23)cc1
50) CC(C)[C@H](NC(=O)c1ccccc1)C(=O)OCC(=O)/C=C1/N(C)c2ccccc2C1(C)C
51) O=C(Nc1ccc(NC(=O)c2cccs2)cc1)c1ccco1
52) O=C(CSc1ncccn1)N/N=C/c1ccc(OC2CSC2)cc1
53) CCN1C(=O)/C(=C\c2nc3ccccc3c(=O)n2-c2ccccc2)c2ccccc21
54) CC(NS(=O)(=O)c1ccc2c(c1)OCCO2)c1ccccc1 (stereo not given)
55) Cc1ccccc1Cc1c(C)nc2c(C(=O)NCc3ccco3)cnn2c1C
56) CC(=O)Nc1sc2c(c1C(c1cccc(F)c1)N1CCN(CCO)CC1)CCCC2 (stereo not given)
57) O=C(CCl)Nc1c[nH]c(=O)[nH]c1=O
58) CCc1nc(-c2ccccc2O)n(-c2ccccc2)n1
59) Cc1nnc(N/N=C/C(C)c2ccccc2)[nH]c1=O (stereo not given)

compound no.,49,50,51,52,53,54,55,56,57,58,59
Runt-SMMHC FRET,-81,1,1,-1,3,3,8,0,0,-3,-1
RBBP9 inhibitor,-10,-8,1,-1,-6,2,-10,2,-9,-7,3
p97 inhibitor,1,-1,-3,8,1,-4,-6,-3,0,-6,3
NCF1 inh,-18,-84,-8,-15,0,-1,-17,-1,1,-23,-7
Tb hexokinase,5,4,-15,4,-10,-6,3,-4,4,4,-10
EBV gp42 inh,-8,6,-9,-20,5,-5,-12,-16,-6,-6,-2
Furin inhibitor,-16,-1,-26[20 µM],-3,-16,-9,-31,-12,-10,-20[20 µM],-20
Runt-CBFb FRET,-25,-2,3,0,-6,1,3,-1,-25,0,-1
Calpain2 inh,17,-33,-21,-27,-14,-5,-217,-11,25,-4,-26

# High-throughput results as filed in PubChem.
